Screening data deposited in PubChem by several laboratories.
CHOP inh = inhibitors of CHOP induction in ER stress response. CHO-K1 CHOP-promoter luciferase, tunicamycin-induced, 15-18 h. inhibition, % at 10 µM. hit rate 3.8% among 220,000. AID 2732;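 active means compounds that reduced the stress-induced luciferase reporter signal by more than about 70% of percent inhibition, limit read from the data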;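 further: 0% = tunicamycin plus vehicle and 100% = wells without tunicamycin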
NPY2 pot ag = potentiates or activates human NPY-Y2 receptor; cells expressing NPY-Y2, potentiator/agonist read-out; activation, % at 3.6 µM; hit rate 0.45% among 220,000; in the data active means activation above about 27%;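 further: cells stimulated with NPY near EC25 plus isoproterenol at EC100; 0% = vehicle plus submaximal agonist and 100% = vehicle plus saturating agonist; some results beyond the cut were filed as inactive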
Target sequence (P49146 whole entry, looked up): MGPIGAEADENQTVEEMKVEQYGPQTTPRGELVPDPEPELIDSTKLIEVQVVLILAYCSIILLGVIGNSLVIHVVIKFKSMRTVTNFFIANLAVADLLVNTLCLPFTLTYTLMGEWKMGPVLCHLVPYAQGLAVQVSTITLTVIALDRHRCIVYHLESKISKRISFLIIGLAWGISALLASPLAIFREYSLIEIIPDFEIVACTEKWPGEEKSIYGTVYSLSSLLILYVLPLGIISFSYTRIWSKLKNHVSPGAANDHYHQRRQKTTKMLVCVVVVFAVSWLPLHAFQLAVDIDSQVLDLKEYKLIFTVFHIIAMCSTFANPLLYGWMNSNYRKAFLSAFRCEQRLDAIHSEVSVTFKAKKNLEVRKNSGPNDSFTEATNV
NPY Y1 blocker = blocks the human neuropeptide Y Y1 receptor. P25929. HEK293-CNG Y1 cells, membrane potential fluorescence; NPY at EC95, then isoproterenol. inhibition, % at 3.6 µM. hit rate 1% among 200,000. AID 1040;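 active means inhibition above the campaign mean inhibition of all tested compounds plus 3 SD, cut at about 20% in these data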;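 further: 0% = DMSO wells given NPY plus isoproterenol and 100% = isoproterenol alone without NPY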
Target sequence (P25929 whole entry, looked up): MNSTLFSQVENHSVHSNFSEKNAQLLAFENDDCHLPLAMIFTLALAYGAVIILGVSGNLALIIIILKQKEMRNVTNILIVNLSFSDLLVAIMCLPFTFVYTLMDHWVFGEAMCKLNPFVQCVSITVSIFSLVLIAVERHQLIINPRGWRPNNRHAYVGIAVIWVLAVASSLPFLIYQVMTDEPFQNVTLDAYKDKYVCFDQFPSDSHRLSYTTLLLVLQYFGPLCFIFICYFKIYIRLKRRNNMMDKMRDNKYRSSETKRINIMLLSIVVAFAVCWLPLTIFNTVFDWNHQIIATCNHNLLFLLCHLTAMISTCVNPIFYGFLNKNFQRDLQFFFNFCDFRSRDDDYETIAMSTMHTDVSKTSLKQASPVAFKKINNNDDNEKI
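Assay system: HEK293 cells with Y1 receptor plus CNG channel | Probe or stimulus: NPY (25 nM), isoproterenol (1 µM), Ro 20-1724 (25 µM) | Timing: Compound incubation 1 h at room temperature, readout 45 min post-stimulation | Measured by: Membrane-potential fluorescent dye readout | Benchmarks: High control isoproterenol alone, low control NPY with isoproterenol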
S1P4 antag = antagonists of human S1P4 receptor | O95977 | S1P4-expressing cells, antagonist mode, reporter read-out | inhibition, % at 4.98 µM | hit rate 0.26% among 220,000 | AID 1510; in the data active means inhibition above about 29%;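 further: 0% = wells stimulated with agonist and 100% = vehicle wells without agonist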
TRPML3 ag = human mucolipin-3 channel agonism; Q8TDD5; HEK293 TRPML3-YFP, Fluo-8 calcium fluorescence; 100% = the carbachol control signal; activation, % at 3 µM; hit rate 0.29% among 220,000;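 active means activation above its plate's cutoff, the mean activation of the plate's test wells plus 3 SD, cut at about 12% in these data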;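 further: 0% = DMSO only wells and 100% = carbachol wells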
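system = HEK293 cells stably carrying human TRPML3-YFP | doses = one concentration, 3 µM nominal, 0.3% DMSO | timing = dye loading 1 h 37 °C then 30 min ambient, 125 s read | detection = Fluo-8 calcium dye fluorescence, ex 470-495, em 515-575 nm | benchmarks = high control carbachol 87 µM, low control DMSO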
zfTRPN1 agonist = activates the zebrafish TRPN1 channel; HEK293 zebrafish TRPN1-YFP, Fluo-8 calcium fluorescence; 100% = response to 87 µM carbachol; activation, % at 3 µM; hit rate 0.18% among 220,000;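 active means activation above its plate's cutoff, the mean activation of test wells on that plate plus 3 SD, cut at about 19% in these data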;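 further: 0% = DMSO alone and 100% = 87 µM carbachol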
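Control set: carbachol 87 µM as high control, DMSO as low control; system: HEK293 stable line with zebrafish TRPN1-YFP; read-out: % activation versus carbachol response; detection: intracellular calcium fluorescence with Fluo-8; doses: single test compound dose, 3 µM nominal, 0.3% DMSO; schedule: dye 1 h 37 °C plus 30 min RT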
EP2 modulator = EP2 receptor (human) modulation; AID 940; hit rate 0.83% among 260,000; P43116; induction, % at 25 µM; EP2-expressing cells, cAMP HTRF FRET, PGE2 co-stimulation;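 active means compounds whose cAMP rise, as percent of the full-agonist control response, exceeds 60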;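 further: rat C6 glioma line stably carrying human EP2 under a CMV promoter; the protocol text gives 20 µM as final concentration; 100% = response of wells given 1 µM PGE2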
NPY-Y1 PAM-ag = potentiates or activates human NPY-Y1 receptor; P25929; NPY-Y1 expressing cells, potentiator/agonist activation; activation, % at 3.6 µM; hit rate 0.37% among 220,000; in the data active means activation above about 33%, passing the limit was not always enough;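 further: cells stimulated with NPY at EC10 then isoproterenol at EC100; 0% = low agonist plus stimulus and 100% = saturating agonist plus stimulus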
S1P4 agonist = human S1P4 receptor agonism | O95977 | S1P4-expressing cell line, agonist reporter assay | activation, % at 4.98 µM | hit rate 0.35% among 220,000; in the data active means activation above about 11%;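 further: 0% = DMSO vehicle and 100% = reference agonist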
The depositor's hits bear a star; nt = not tested or not shown; & = joins results of further samples.

SMILES	CHOP inh	NPY2 pot ag	NPY Y1 blocker	S1P4 antag	TRPML3 ag	zfTRPN1 agonist	EP2 modulator	NPY-Y1 PAM-ag	S1P4 agonist
O=C1CCCN1CN(C(=O)c1ccc2c(c1)OCO2)c1cccc(Cl)c1	nt	5	-3	-9	-0.2	-0.4	nt	-6	0.5
O=C(CC(c1ccccc1)(c1ccccc1)c1ccccc1)N[C@@H](Cc1ccccc1)C(=O)O	1	-11	9	4	0.4	-0.5	14	7	-1.5
COC(=O)c1cc(NC(=O)c2ccc([N+](=O)[O-])cc2)c(=O)oc1C	-8	3	0	-11	0.4	-0.3	16	-8	0.4
Cc1cc(C)c2cc3c(N)c(C(=O)N4CCOCC4)sc3nc2c1	23	-2	8	-11	-0.3	-0.5	-24	-10	1.4
O=c1nc2n(c3ncccc13)CCCCC2	-6	-9	0	5	0.3	0.7	11	3	-1.5
COC(=O)Cc1cc(=O)[nH]c(/N=C(\N)Nc2ccc(C)cc2C)n1	-1	15	-9	0	0.3	-0.2	-27	14	-0.2
O=C(NN=C1CCN(Cc2ccccc2)CC1)c1cc(Br)ccc1O	-2	1	4	7	0.9	2.4	-2	-7	0.3
O=S(=O)(Nc1ccc(Oc2ncccn2)c(Cl)c1)c1ccc(Cl)cc1	9	-14	-1	-3	-1.0	-1.3	-15	-6	0.9
O=C(CCCC(=O)OCC(=O)c1cccs1)Nc1ccc(Oc2ccccc2)cc1	33	1	0	-4	0.5	1.0	-24	14	-0.2
COc1ccc2c(c1)CCc1c(C(=O)NCc3ccc(Cl)cc3)noc1-2	-5	-30	6	-8	1.0	1.9	-56	26	2.7
Cc1ccc(C(=O)NC(c2ccccc2)C(Cl)Cl)cc1 (stereo not drawn)	23	-6	7	-11	0.1	-0.8	-7	-9	-1.5
O=[N+]([O-])c1ccc(-c2ncc(-c3ccc(Br)cc3)o2)cc1	-11	8	nt	-28	0.5	-1.9	13	-3	1.6
O=C(Cc1ccc(Cl)cc1Cl)Nc1ccc(OC(F)F)c(Cl)c1	95*	7	1	-13	0.9	0.6	-19	-17	0.4
COc1ccc(S(=O)(=O)N2CCN(c3ccccc3OC)CC2)cc1OC	29	2	-3	-12	-1.0	-1.4	3	5	-4.5
COc1ccc(-c2nnc(SCC(=O)N/N=C/c3ccccc3C(=O)O)n2-c2ccc(Cl)cc2)cc1	-8	-1	nt	-3	0.1	-0.5	5	11	1.1
CNC(=O)/C(C#N)=C/c1c(N(Cc2ccccc2)Cc2ccccc2)nc2ccccn2c1=O	17	14	0	-4	0.1	1.4	10	-2	1.0
CC(=O)Nc1cc(Cl)ccc1OS(=O)(=O)c1ccc(C)cc1	11	2	-11	-26	-1.3	-3.0	38	3	1.2
S=c1nc(-c2ccccc2)oc2c1CCCC2	-61	8	2	-4	-0.9	0.7	5	13	1.6
O=C(N/N=C/c1ccc([N+](=O)[O-])o1)c1cccc(S(=O)(=O)N2CCOCC2)c1	-24	-8	4	-11	0.4	-1.2	-27	-12	0.4
COc1ccc(-c2nc3ccccc3c(=O)n2CCOc2c(C)cccc2C)cc1	9	-3	4	-15	1.1	1.7	24	-3	1.0

Three of the entries above in order of the NPY Y1 blocker value, high to low:
| SMILES | NPY Y1 blocker |
| --- | --- |
| O=C(N/N=C/c1ccc([N+](=O)[O-])o1)c1cccc(S(=O)(=O)N2CCOCC2)c1 | 4 |
| S=c1nc(-c2ccccc2)oc2c1CCCC2 | 2 |
| O=c1nc2n(c3ncccc13)CCCCC2 | 0 |

Carrying on.
SMILES	CHOP inh	NPY2 pot ag	NPY Y1 blocker	S1P4 antag	TRPML3 ag	zfTRPN1 agonist	EP2 modulator	NPY-Y1 PAM-ag	S1P4 agonist
Cc1c(C(=O)C(=O)NCc2ccco2)c2ccccc2n1C	11	12	6	14	0.6	-0.6	-22	5	-1.3
O=C(CN1CCN(c2ccccn2)CC1)NC(=O)NC1CCCCC1	5	-26	4	-15	1.4	0.9	7	-15	1.1
O=C(Nc1cccc(NC(=O)c2ncn[nH]2)c1)c1cccc(Cl)c1	18	6	-2	3	0.9	1.9	-86	-1	-1.2
Cc1nc2sc(C(c3ccco3)N3CC(C)OC(C)C3)c(O)n2n1 (stereo not drawn)	9	9	-2	-1	-0.1	2.1	33	10	0.9
CCCc1c(C(=O)Nc2cc(C)on2)cnn1-c1ccccc1	5	7	nt	-15	-1.4	-1.8	7	6	-0.2
C=C(C)C1CC=C(C)/C(=N/NC(=O)COc2ccc(C)cc2)C1 (stereo not drawn)	70*	3	0	-24	-0.1	2.9	-14	-8	0.4
c1csc(-c2cn3c(n2)SCC3)c1	3	14	2	1	-0.1	1.1	-16	1	1.0
COc1cc(NC(=O)c2ccccc2[N+](=O)[O-])ccc1NC(=O)C(C)C	23	-2	0	2	0.5	0.9	11	1	-1.6
CCC(=O)c1ccc(OCCn2cnc3ccccc32)cc1	23	17	-4	6	2.2	4.0	-22	9	0.9
CC(C)CC(NC(=O)C1CCC(C)CC1)C(=O)NCc1ccccn1 (stereo not drawn)	-14	-11	5	-9	0.0	-1.0	16	-3	-5.6
O=C(N/N=C/c1ccc2cccnc2c1)c1ccco1	-4	3	3	-6	0.6	1.8	-13	-1	-0.3
Cc1ccc(NC(C)C(=O)N/N=C/c2ccc([N+](=O)[O-])s2)cc1 (stereo not drawn)	-28	13	-7	-1	0.8	1.3	-59	16	0.2
O=C(Nn1c(=O)[nH]c2ccccc2c1=O)c1ccco1	7	-2	2	-11	0.8	0.5	22	-5	-5.2
CN(c1ccccc1)S(=O)(=O)c1cccc(C(=O)NCCc2ccc(O)c(O)c2)c1	-91	2	0	13	-1.6	1.4	-54	1	-0.3
CCOC(=O)c1c(CN2CCCCC2)oc2ccc(OC)cc12	0&30	-14&-5	10&8	11&-7	-0.7&-0.2	-1.0&-0.3	36&1	-10&-12	-0.8&1.6
COc1ccc(CC2(CO)CCN(Cc3cccc(OC)c3OC)CC2)cc1	9	-12	7	14	1.0	-1.7	-7	-10	-1.0
CC(NC(=O)CC(O)(C(F)(F)F)C(F)(F)F)c1ccccc1 (stereo not drawn)	55	14	-1	-1	-0.5	-0.3	3	3	-0.1
OCc1cc(CO)c(O)c(CCc2ccccc2)n1	-32	-15	-6	-14	1.1	1.3	11	3	-1.1
Cc1ccc(N(C(=O)Cc2cccs2)C(C(=O)NC2CCCC2)c2ccncc2)cc1 (stereo not drawn)	-10	-6	14	-9	1.1	0.1	6	-2	0.1
CCS(=O)(=O)N1CCN(c2c(Cl)cccc2[N+](=O)[O-])CC1	-1	-6	9	-17	0.3	0.2	-17	-2	3.1
O=C(Nc1ccc(Cl)cn1)c1ccc2ccccc2n1	25	-6	-4	-14	0.4	1.2	16	-20	1.7
COc1cc(OC)c(OC)cc1CNCCNC(=O)c1nonc1N	-11	-9	0	-4	0.2	0.2	-1	-10	-2.2
COC(=O)c1cccc(NC(=O)CSc2nc(O)c(-c3ccccc3)c(=O)[nH]2)c1	6	-14	2	-9	-0.2	0.2	12	3	1.5
COc1ccccc1C(=O)NCC(=O)N/N=C/c1cc(Br)ccc1OC(=O)/C=C\c1ccco1	29	11	10	-3	0.2	0.9	-36	0	-0.1
COc1ccc(NS(=O)(=O)c2cc(NC(=O)CC3CCCC3)ccc2N2CCOCC2)cc1	16	5	-2	-17	0.3	-0.3	2	-5	0.5
COC(=O)C(C)Sc1nnc(SC(C)C(=O)OC)s1 (stereo not drawn)	12	6	1	-7	0.4	0.3	39	-12	-0.1
CC1CCCN(Cc2c(O)ccc3c(=O)c(-c4nc5ccccc5s4)c(N)oc23)C1 (stereo not drawn)	10	-2	-6	-10	0.7	0.8	-41	2	-1.2
CCOCCCNC(=S)N(Cc1ccco1)Cc1cc2cc3c(cc2[nH]c1=O)OCCO3	6	-5	1	9	-0.8	0.1	-11	3	1.3
COc1cccc(/C=N/Nc2cc(C)nc(-c3ccccc3O)n2)c1O	40	14	-10	1	0.5	0.3	-72	8	1.3
Cc1ccc(C(=O)N2CCN(c3ccccc3Cl)CC2)cc1[N+](=O)[O-]	52	-3	0	1	-2.1	1.7	-49	-5	-0.2
COc1cc(-c2nnn(CC#N)n2)ccc1OCc1ccccc1	6	7	5	14	-0.5	-1.4	4&-25	-9	-4.3
O=C1C(N2CCOCC2)=C(n2nnc3ccccc32)C(=O)c2ccccc21	nt	-7	0	-2	-0.1	-1.1	-3	-17	-1.0
Oc1ccc(N=Cc2ccc(OCc3ccccc3)cc2)cc1	32	-20	20	-12	-0.2	-1.9	-32	-14	0.7
CNCC(O)COc1ccccc1 (stereo not drawn)	104*	19	0	-11	-0.1	0.2	39	-14	1.8
CCOC(=O)C1(O)CSc2nc3sc(C(=O)O)c(C)c3c(=O)n21 (stereo not drawn)	28	-2	0	-11	0.4	1.7	23	-9	-0.4
CC(C)(C)NC(=O)NC(=O)COC(=O)c1ccc(OC(F)F)cc1	11	-6	1	-10	0.0	-1.3	22	-1	0.5
CCc1cccc(CC)c1N(COC)C(=O)Cn1ccccc1=N	-5	-1	-1	1	0.2	0.6	-3	8	-0.5
COC(=O)c1cc(=O)n2c(sc3ccccc32)c1C#N	1	9	nt	7	-0.2	0.7	-9	2	0.7
O=S(=O)(NCc1ccco1)N1CCCCCC1	-11	-2	4	-14	0.0	1.5	3	-4	-0.8
CC1C(=O)NN=C1C(=O)N/N=C\C(Br)=C\c1ccccc1 (stereo not drawn)	23	1	4	-1	-0.2	1.9	7	9	0.0
O=C(OCC(=O)N1CCc2ccccc21)c1cccnc1Cl	-3	-3	-2	-17	-0.1	-0.4	-6	23	-0.2
Cc1ccc2oc(-c3ccc(NC(=O)c4ccncc4)cc3O)nc2c1	-17	5	1	5	1.5	-0.5	-33	-5	1.5
Cc1cc(C(=O)CN2C(=O)CN(C)C2=O)c(C)n1-c1cccc(S(=O)(=O)N2CCOCC2)c1	15	3	-2	-13	0.7	1.6	3	22	1.4
O=C(NCc1cccnc1)c1cc(-c2cccs2)on1	-3	-8	1	-4	0.2	-0.1	-9	7	-2.2
Cc1ccc(-n2nc3c([n+]2[O-])CCc2nonc2-3)cc1	16	-1	3	2	-1.8	-0.6	29	14	3.3
O=C(CCc1nnc(Cc2ccc(-c3ccccc3)cc2)o1)N1CCCC1	28	6	1	-9	-0.2	-0.6	-1	-29	0.3
CC(C)NC(=O)CC(=O)N/N=C/c1ccc(Br)cc1	-5	3	0	-1	-0.3	0.8	-25	-8	1.9
CC(C)(Oc1ccc(Cl)cc1)C(=O)NCc1ccc(S(N)(=O)=O)cc1	18	-12	-2	-5	-0.3	1.4	-60	-16	0.5
COCCCNC(=S)N1CCC(NC(=O)Nc2ccc(C)cc2)CC1	3	-16	3	-12	0.2	-0.1	-37	8	0.1
COc1ccc(N2CCN(C(=O)NC34CC5CC(CC(C5)C3)C4)CC2)cc1	53	4	5	4	1.0	2.2	-15	-11	-0.8
